HIV RNase H inh: inhibitors of HIV-1 reverse transcriptase RNase H; P04585; RT-RNase H RNA/DNA duplex cleavage, fluorescence; inhibition, % at 10 µM; hit rate 1.9% among 65,000; in the data active means inhibition above about 50%
RmlCD inh mix: inhibitors of RmlC and RmlD coupled enzymes; RmlC/RmlD coupled enzyme inhibition, 384-well mixture HTS; inhibition, % at 5.5 µM; hit rate 0.39% among 110,000; AID 1532; in the data active means inhibition above about 30%, passing the limit was not always enough; further: strong numbers were not always called active
* = called active by the depositor; . = no result given; & = joins results of further samples. This is a subset (hit frequency here may not be typical).

SMILES	HIV RNase H inh	RmlCD inh mix
O=C(Nc1nc(-c2nc3ccccc3s2)cs1)c1ccco1	33.4	3.1
COc1ccccc1NC(=O)C1=C(C)NC(=O)NC1c1ccccc1F (centres undefined)	-5.8	-6.3
CSc1nc2sc3c(c2c(=O)[nH]1)CCCC3	-35.1	-4.7
NC(=O)C1CCN(C(=O)CSc2ccccn2)CC1	4.2	-7.7
Cc1cccc(OCC(=O)Nc2ccc(S(=O)(=O)N3CCN(C)CC3)cc2)c1	.	-15.6
COc1ccc(OCC(=O)N/N=C2\CCc3ccccc32)cc1	.	-6.8
COCCN1Cc2c(sc(C)c2C)N(C(=O)c2ccccc2)C1	-22.1	8.5
CCOc1ccccc1NC(=O)c1cccc2c1C(=O)N(CCOC)C2	-13.2	6.0
Cc1cc(=O)[nH]c(=S)n1-c1ccccc1	-0.4	-12.5
COC(=O)C(NC(=O)c1ccccc1)(Nc1nc(C)cs1)C(F)(F)F (centres undefined)	-7.7	-16.2
COc1ccc(C(NC(=O)CNC(C)=O)C(=O)Nc2ccc(C(C)C)cc2)cc1 (centres undefined)	.	0.4
O=C(O)CSCC(=O)Nc1ccc(C(=O)O)cc1	.	-14.2
CC(/C=C/c1ccco1)=N\NC(=O)c1cccnc1	.	-12.7
O=S(=O)(c1ccccc1C(F)(F)F)N1CCOCC1	-11.0	2.1
C=CCc1cccc2cc(C(=O)NC)c(=O)oc12	-7.5	-11.0
CCC1CCCCN1C(=O)C1CC(c2cc(Cl)c(OC)cc2OC)=NO1 (centres undefined)	-12.5	-0.9
CCCCN(C)CCCNC(=O)Cn1c(=O)sc2ccccc21	-10.0	-13.3
O=C(c1cccn2c(=O)c3ccc(Cl)cc3nc12)N1CCN(Cc2ccc3c(c2)OCO3)CC1	-23.8	-5.7
CCOC(=O)c1cc2sc(C)cc2n1CC(=O)N1CCOCC1	2.4	2.1
Cc1ccc(O)c(NC(=O)COc2cc(C)ccc2C)c1	41.2	2.9
Nc1cccc2c1C(=O)N(C(=O)c1cccc(S(=O)(=O)N3CCCC3)c1)C2=O	.	-5.5
CCc1ccc(NC(=O)c2cnc3scc(C)n3c2=O)cc1	-16.0	.
C#CCOCCOCCOCCNc1nc(N2CCN(C(=O)[C@H](C(C)C)n3cc(CCO)nn3)CC2)nc(N2CCN(C(=O)[C@H](CCCCN)n3cc(CCCC)nn3)CC2)n1	.	-20.2
COc1cccc(-n2nnnc2SCC(=O)Nc2cccc(C)n2)c1	-39.0	12.7
Cc1nc(N)sc1-c1nnc(SCC(=O)Nc2ccccc2C(F)(F)F)n1C	.	-6.3
Cc1csc2ncc(C(=O)NC(C)c3ccccc3)c(=O)n12 (centres undefined)	-23.1	-1.4
O=C(OCCN=C1NS(=O)(=O)c2ccccc21)c1cccnc1	-5.3	.
CCC(=O)NCCCOc1ccccc1	-8.9	0.4
Cc1cccc(C)c1NC(=O)Cn1nc(-c2ccccc2)nc1-c1ccccc1	.	7.9
COc1ccccc1CNC(=O)c1c(-c2ccccc2)nn(-c2ccccc2)c1C	.	-8.3
Cc1nnc(SCC(=O)Nc2ccc(Cl)cn2)[nH]c1=O	.	-11.8
CCOC(=O)/C(=N\Nc1ccc(Cl)cc1)c1csc(Nc2ccccc2)n1	.	-8.6
COc1ccccc1Nc1nc(N)nc(CSc2nccc(C)n2)n1	-21.6	5.2
COc1ccc(Cn2c(N)c(C#N)c3nc4ccccc4nc32)cc1OC	-3.6	4.4
Cc1nc(C(C)(C)O)n(-c2ccccc2)n1	-10.1	1.3
COc1ccccc1NS(=O)(=O)c1ccc(Cl)cc1	-23.0	0.9
CNC(=O)C12CCC(C)(c3nc4cc(C)c(C)cc4nc31)C2(C)C (centres undefined)	.	7.5
C/C=C(/C)C(=O)Nc1cccc(C2=NOC3(C2)C[C@@H](C(N)=O)N(C(=O)CC)C3)c1 (some centres undefined)	.	7.7
Cc1cccc(NC(=O)C23CCC(C)(C2Br)C3(C)C)c1 (centres undefined)	.	7.9
CCN(CC)CCNC(=O)c1c(C)n(-c2ccccc2)c2cc(Br)c(OC)cc12	.	-1.6
Nc1c(C(=O)N2CCCCC2)sc(=S)n1-c1ccccc1	96.8*	-0.5
Nc1nc2ccc(OC(F)(F)F)cc2s1	-3.1	-8.9&-102.8
O=C(Nc1cccc(F)c1)NC1CC2CCCC(C1)N2C1CC1 (centres undefined)	1.6	1.9
COc1ccc(OC)c(NC(=O)C2CCCN(S(=O)(=O)c3cccc4nsnc34)C2)c1 (centres undefined)	-0.5	6.6
Cc1cc2n(c1)CCn1c(C)ccc1-2	19.1	-14.8
CCC(C(=O)Nc1cc(C)nn1-c1nc(C)cc(C)n1)c1ccccc1 (centres undefined)	-7.0	-15.5
CCO[C@@H]1OC(C(=O)NCc2ccccc2)=C[C@H](C)[C@H]1CCCO	.	-14.6
Cc1cccc(C2CC(c3ccccc3)Nc3ncnn32)c1 (centres undefined)	-4.4	-4.0
COc1ccc(C(C(=O)NC2CCCC2)N(C(=O)c2snc(-c3ccc(F)cc3)c2N)c2ccccc2)cc1 (centres undefined)	.	8.5
O=C(Cn1nnc(-c2ccccc2NC(=O)C2CC2)n1)NC1CCCCC1	-0.2	-44.3
Next entries.
SMILES	HIV RNase H inh	RmlCD inh mix
CC(=O)C1C(c2cccc(Oc3ccccc3)c2)NC(=O)NC1(O)C(F)(F)F (centres undefined)	30.3	.
COc1cc(C(=O)OC(C)CN2CCOCC2)cc(OC)c1OC (centres undefined)	-5.4	5.6
OC(COc1ccc(Cl)cc1)CN1CCCCC1 (centres undefined)	-1.3	-5.9
Cc1ccc(-c2ccc(CCC(=O)O)n2C(C)C)cc1	-1.1	5.9
Cc1ccc(NC(=O)C2CCCNC2=O)nc1 (centres undefined)	-5.0	9.9
c1ccc(-c2ccc(-c3nc(-c4ccccn4)no3)cc2)cc1	-15.3	-17.8
CCn1ccc2cc(OC)ccc2c1=S	.	6.1
O=C(NCCCO)NC12CC3CC(CC(C3)C1)C2	.	-69.3
COc1ccccc1CNc1nc2nc(C)c(C)c(=O)n2[nH]1	-2.4	1.1
O=C(CNS(=O)(=O)c1cccs1)N1CCCC1	-18.6	13.3
CCCCc1c(C)c2cc(C)ccc2[nH]c1=O	.	-9.2
Cc1ccc(CNc2oc(-c3ccco3)nc2S(=O)(=O)c2ccccc2)cc1	.	6.4
CN(C)c1ccc(NC(=O)CN2C(=O)CN=C(c3ccccc3)c3ccccc32)cc1	14.4	3.0
O=C(NCc1cccnc1)NC(C(F)(F)F)C(F)(F)F	1.6	-8.6
COC(=O)[C@@]1(Cc2ccccc2)C=C[C@@H](C)N1C(C)=O	.	0.2
CCOC(=O)c1nc2ccccc2s1	4.6	-11.0
CCCCNCc1cc(Br)c(OCc2cccs2)c(OC)c1	.	-5.9
CCOc1ccc(C2CC(c3ccccc3)Nc3nc(N)nn32)cc1 (centres undefined)	-5.3	-6.7
CCOC(=O)N1CCN(C(=O)CN2C(=O)COc3ccc(C(C)(C)C)cc32)CC1	6.0	8.6
CCOC(=O)c1sc2ncn(C(CC)C(=O)OC)c(=O)c2c1C (centres undefined)	-4.2	-13.3
CCCn1nnc(NC(=O)c2ccc(Br)cc2)n1	-9.9	19.5
CC(=O)N1CCN(c2ccccc2NC(=O)COc2cc(C)ccc2C(C)C)CC1	-3.7	-11.5
COc1ccc(N2CC(C(=O)OCC(=O)c3ccccc3)CC2=O)cc1 (centres undefined)	.	7.4
O=C(COc1ccccc1Cl)NCc1ccco1	-20.3	9.2
N#Cc1c(C(F)(F)F)cc(-c2ccc(Cl)cc2)[nH]c1=O	.	9.7
CCC(=O)NCc1nc2ccccc2n1Cc1ccccc1F	3.0	-15.2
N#CCC(=N)N1CCN(c2ccccc2Cl)CC1	.	28.1
Cc1ccc(C)c(-n2c(-c3ccc4c(c3)OCO4)n[nH]c2=S)c1	.	15.1
Cc1ccc(-c2nc3ncccn3c2Nc2ccc3c(c2)OCO3)o1	14.2	-6.8
Cc1noc(C)c1CSCC(=O)N1CCN(c2ccc([N+](=O)[O-])cc2)CC1	.	-7.8
CCc1ccc(NC(=O)CN2C(=O)CSC2=O)cc1	.	-70.3
CN(CC(=O)NCc1ccc(Cl)cc1)S(=O)(=O)c1cccc2cccnc12	.	12.8
Nc1ccc(Nc2ccncc2[N+](=O)[O-])cc1	.	-7.7
COc1ccc(CC(CC(=O)O)C(=O)Nc2ccc(OC)cc2)cc1 (centres undefined)	-1.6	-17.6
COc1ccc(NC(=O)c2cc3n(n2)C(C(F)(F)F)CC(c2ccc4c(c2)OCO4)N3)cc1OC (centres undefined)	-5.3	.
Nc1nc(-c2ccc(F)cc2)cc(C(F)(F)F)n1	.	-16.4
COCCCNC(=O)c1ccc2c(=O)n(Cc3ccc4c(c3)OCO4)c(=S)[nH]c2c1	.	114.1
Cn1c(CNc2cccc(Cl)c2)nnc1SCC(=O)OC1CCCCC1	-8.4	-1.2
Clc1ccccc1C1SCC2Nc3ccccc3CN21 (centres undefined)	-30.7	1.9
Cc1cccc(N(C(=O)Cn2nnc3ccccc32)C(C(=O)NCc2ccco2)c2ccncc2)c1C (centres undefined)	-11.7	-2.9
O=C1NC(c2ccco2)Nc2sc3c(c21)CCN(Cc1ccccc1)C3 (centres undefined)	-1.3	-10.0
CCc1cc(C(=O)O)c(NC(=O)C(c2ccccc2)c2ccccc2)s1	.	38.9
O=C(O)CCC(=O)OC1CC2CCC1C2 (centres undefined)	-8.7	-8.0
Cc1c(NC(=O)COC(=O)Cc2ccc(Cl)cc2)c(=O)n(-c2ccccc2)n1C	1.5	.
COCCNC(=O)C(=O)c1cc(C)n(-c2ccc([N+](=O)[O-])cc2)c1C	.	30.4
Cc1cc(NS(=O)(=O)c2ccc(-c3ccccc3)cc2)no1	1.9	-1.7
COC(=O)c1sccc1NC(=O)c1cccnc1	-25.8	-22.5
O=C(c1ccc(C(F)(F)F)cc1)N1CCC(=O)N(C(COCc2ccc(C(F)(F)F)cc2)Cc2ccccc2)CC1 (centres undefined)	.	-9.8
CCOC(=O)c1cc2sccc2n1CC(=O)Nc1ccc(OC)cc1OC	-0.5	-1.0
N#Cc1c(N)oc(-c2cccs2)c1-c1cccs1	-24.5	-7.7
Additional results follow:
SMILES	HIV RNase H inh	RmlCD inh mix
CCC(C)c1ccccc1NC(=O)COC(=O)c1ccc(C)c(NC(=O)c2ccco2)c1 (centres undefined)	.	1.5
CCc1nnc(NC(=O)CSc2nnc(CSc3nc(C)cc(C)n3)n2C)s1	-4.3	102.9
COc1cccc(C2CC(c3ccc(Cl)cc3)n3nc(N)nc3N2)c1 (centres undefined)	-11.6	-9.5
CCc1nnc(NC(=O)CSc2nccn2-c2cccc(C)c2C)s1	-12.9	-15.8
O=C(CSc1nccc(=O)[nH]1)c1ccccc1Br	.	-1.0
COc1ccc(COc2cc(-c3cccc(OC)c3)nc3ccc(NC(=O)C(C)C)cc23)cc1	.	-11.5
Cc1cccc(C(=O)O/N=C2\CCSc3ccc(C)cc32)c1	.	-13.3
Cc1sc(-c2ccncc2)nc1OC(=O)c1cc(Cl)cc(Cl)c1	.	-4.4
O=C(Nc1ccc2oc(-c3cccc4ccccc34)nc2c1)c1ncn[nH]1	.	-13.4
CN(C)c1nn(C(=O)Nc2cccc(C(F)(F)F)c2)cc1-c1ccccc1	.	-11.1

Ordered by formula weight (descending): part of the list above.
SMILES	HIV RNase H inh	RmlCD inh mix
CCC(C)c1ccccc1NC(=O)COC(=O)c1ccc(C)c(NC(=O)c2ccco2)c1 (centres undefined)	.	1.5
CCc1nnc(NC(=O)CSc2nccn2-c2cccc(C)c2C)s1	-12.9	-15.8
Cc1sc(-c2ccncc2)nc1OC(=O)c1cc(Cl)cc(Cl)c1	.	-4.4
O=C(CSc1nccc(=O)[nH]1)c1ccccc1Br	.	-1.0
Cc1cccc(C(=O)O/N=C2\CCSc3ccc(C)cc32)c1	.	-13.3

Next results:
SMILES	HIV RNase H inh	RmlCD inh mix
COc1cc(-c2nc(-c3ccc(Br)o3)no2)cc(OC)c1OC	3.8	-12.8
O=C(Nc1ccc(Br)cc1F)C1CCCO1 (centres undefined)	.	-3.9
COc1ccc(C(=O)NC(NC(=S)Nc2ccc(S(N)(=O)=O)cc2)C(Cl)(Cl)Cl)cc1 (centres undefined)	.	4.5
Cc1ccc(-n2nc(C)c3c2NC(=O)CSC3c2ccc3c(c2)OCO3)cc1 (centres undefined)	60.0*	-5.8
COC(=O)/C(=C(/F)Sc1cc(C)c(O)c(C)c1)C(F)(F)F	.	-7.2
CCN(CC)CC#CCC1(O)c2ccccc2-c2ccccc21	.	5.7
COc1ccc(-c2nc3nc(C)c(Cc4ccccc4)c(=O)n3[nH]2)cc1	14.5	-0.7
CC(=O)Nc1cccc2c1C(=O)N(c1ccc(C)cc1)C2=O	.	11.8
Cc1ccc(S(=O)(=O)NCCC(=O)N2CCN(Cc3ccccc3)CC2)cc1	-3.5	2.7
O=C(C1CCCN1S(=O)(=O)c1cccc2cccnc12)N1CCN(c2ccccc2)CC1 (centres undefined)	-11.7	-7.9
CCOc1ccc(NS(=O)(=O)c2cc(OC)ccc2OC)cc1	.	-4.3
CC(C)C(OC(=O)c1cc2occc2n1C)C(=O)NCc1ccc2c(c1)OCO2 (centres undefined)	-14.2	8.1
CC(=O)Nc1ccc2nc(-c3cccs3)[nH]c2c1	-0.7	.
Cc1ccc(NC(=O)C2CCN(S(=O)(=O)c3cccc4cccnc34)CC2)nc1	-22.6	4.7
O=C(CSc1nc2c(c(=O)n1-c1ccc(Br)cc1)SCC2)NCC1CCCO1 (centres undefined)	.	7.7
COc1ccc2cc(CN(CC3CCCO3)S(=O)(=O)c3ccc(C(C)=O)cc3)c(=O)[nH]c2c1 (centres undefined)	.	1.8
O=C1C(Cc2ccc(O)cc2)NC(=S)N1c1ccccc1 (centres undefined)	.	-2.0

Some of the entries so far, in CSV form.
Structure,HIV RNase H inh,RmlCD inh mix
CCOC(=O)c1cc2sccc2n1CC(=O)Nc1ccc(OC)cc1OC,-0.5,-1.0
CC(=O)Nc1cccc2c1C(=O)N(c1ccc(C)cc1)C2=O,.,11.8
O=C(CSc1nc2c(c(=O)n1-c1ccc(Br)cc1)SCC2)NCC1CCCO1 (centres undefined),.,7.7
Cc1cccc(OCC(=O)Nc2ccc(S(=O)(=O)N3CCN(C)CC3)cc2)c1,.,-15.6
